Compound activity deposited in PubChem BioAssay by National Center for Advancing Translational Sciences (NCATS).
HT1080 IDH1KD tx = HT-1080 IDH1 knockdown cell toxicity (counter line); HT-1080 IDH1 knockdown viability, ATP luminescence, 48 h; Potency, µM (highest dose often 46.1 µM), inactives show at the highest dose activity, negative = toxicity, usual class: cytotoxic; 360,000 tested, 2% active;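 note: potency is the fitted concentration of half-maximal effect; 0% = DMSO wells and -100% = cell-free medium wells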
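Using the IDH1-knockdown HT-1080 line run in the same batch and compound series as the NT line, viability after 48 h at 37 °C was determined by CellTiter-Glo luminescence and expressed as % activity.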
ATXN2 expr inh = reduces ATXN2 reporter expression in HEK-293 cells | HEK-293 ATXN2-luciferase reporter, luminescence, 24 h | Potency, µM (highest dose often 57 µM), for the others: top-dose activity change, negative = inhibition, actives largely listed as inhibitors | AID 1745845 | 360,000 tested, 0.72% active; note: potency is the fitted concentration of half-maximal effect; % is set by controls: 0 for no effect and ±100 for the full control effect; nearly all actives have a fitted effect of over 55% in size
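qHTS (up to 57 uM final) was run with 24 h compound exposure of reporter cells at 37 °C. Each well was multiplexed: SteadyGlo luminescence measured ATXN2-luciferase expression after a fluorogenic Gly-Phe-AFC viability readout (25 uM final).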
SW480 rerep = inducers of DNA re-replication in SW480 colon cancer cells | SW480 DNA re-replication, Hoechst DNA content imaging, 48 h | Potency, µM (top dose mostly 46.1 µM), for inactives: at the highest dose re-replication activation, usual class: activators | 340,000 tested, 1.8% active | AID 624297; note: potency is the fitted concentration of half-maximal effect; % of control where 0% means no effect; nearly all actives have a fitted effect of over 55% in size
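DNA re-replication was detected as more nuclei of elevated Hoechst intensity after 48 hr exposure to compound (23 nL pinned per well of 250 cells).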
HT1080-NT tox = kills 2HG-producing HT-1080-NT fibrosarcoma cells; HT-1080-NT fibrosarcoma viability, CellTiter-Glo ATP luminescence, 48 h; Potency, µM (highest dose often 46.1 µM), inactives show at the top dose activity, negative = less viability, actives largely listed as cytotoxic; 360,000 tested, 1.6% active; AID 686970;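 note: NT is the 2HG producing partner of a matched IDH1 knockdown line; potency is the fitted concentration of half-maximal effect; 0% = DMSO-treated cells and -100% = media-only wells without cells; nearly all actives have a fitted effect of over 55% in size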
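Compounds were tested in concentration-response format on HT-1080-NT cells for 48 hours at 37 degrees C. Cell viability came from CellTiter-Glo luminescence; curves were classified by r2, response magnitude and activity.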
IL1B secr inh = inflammasome signaling inhibition, IL-1 beta readout | activity change, % at 57.5 µM | 360,000 tested, 4.7% active | THP-1 LPS/ATP IL-1B secretion, AlphaLISA, 16 h; active compounds read low; in the data active = activity change below about -50%; inconclusive = mostly about -30% to -49%; note: % is set by controls: 0 for no effect and ±100 for the full control effect
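Secreted IL-1B measured by AlphaLISA bead assay after 16 h compound exposure of THP-1 cells; compounds (final up to 57.5 uM) added 1 h before LPS (250 ng/mL) and ATP (1.25 mM) stimulation; lower signal means less secretion.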
KB-V1 MDR tox = kills drug-selected multidrug resistant KB-V1 cells; KB-V1 MDR cells viability, CellTiter-Glo, 72 h; Potency, µM (doses to about 46.1 µM), inactives show at the highest dose activity change, negative = cytotoxicity, usual class: cytotoxic; 400,000 tested, 3.4% active; note: potency is the fitted concentration of half-maximal effect; % is set by controls: 0 for no effect and ±100 for the full control effect; nearly all actives have a fitted effect of over 60% in size
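Cytotoxicity toward P-gp-expressing KB-V1 cells was determined as loss of CellTiter-Glo luminescence after 72 h at 37 degrees C. Compounds were tested in quantitative HTS format across a concentration range, with curves fitted to normalized data.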
WRN inhibitor = inhibitors of human WRN helicase. Q14191. 360,000 tested, 0.46% active. AID 651768. Potency, µM (highest dose often 114 µM), without a hit: top-dose activity change, negative = inhibition, hits mostly inhibitors. WRN helicase unwinding, fluorescent forked duplex, kinetic; note: potency is the fitted concentration of half-maximal effect; % is set by controls: 0 for no effect and ±100 for the full control effect; nearly all actives have a fitted effect of over 55% in size
Target sequence (Q14191 whole entry, looked up): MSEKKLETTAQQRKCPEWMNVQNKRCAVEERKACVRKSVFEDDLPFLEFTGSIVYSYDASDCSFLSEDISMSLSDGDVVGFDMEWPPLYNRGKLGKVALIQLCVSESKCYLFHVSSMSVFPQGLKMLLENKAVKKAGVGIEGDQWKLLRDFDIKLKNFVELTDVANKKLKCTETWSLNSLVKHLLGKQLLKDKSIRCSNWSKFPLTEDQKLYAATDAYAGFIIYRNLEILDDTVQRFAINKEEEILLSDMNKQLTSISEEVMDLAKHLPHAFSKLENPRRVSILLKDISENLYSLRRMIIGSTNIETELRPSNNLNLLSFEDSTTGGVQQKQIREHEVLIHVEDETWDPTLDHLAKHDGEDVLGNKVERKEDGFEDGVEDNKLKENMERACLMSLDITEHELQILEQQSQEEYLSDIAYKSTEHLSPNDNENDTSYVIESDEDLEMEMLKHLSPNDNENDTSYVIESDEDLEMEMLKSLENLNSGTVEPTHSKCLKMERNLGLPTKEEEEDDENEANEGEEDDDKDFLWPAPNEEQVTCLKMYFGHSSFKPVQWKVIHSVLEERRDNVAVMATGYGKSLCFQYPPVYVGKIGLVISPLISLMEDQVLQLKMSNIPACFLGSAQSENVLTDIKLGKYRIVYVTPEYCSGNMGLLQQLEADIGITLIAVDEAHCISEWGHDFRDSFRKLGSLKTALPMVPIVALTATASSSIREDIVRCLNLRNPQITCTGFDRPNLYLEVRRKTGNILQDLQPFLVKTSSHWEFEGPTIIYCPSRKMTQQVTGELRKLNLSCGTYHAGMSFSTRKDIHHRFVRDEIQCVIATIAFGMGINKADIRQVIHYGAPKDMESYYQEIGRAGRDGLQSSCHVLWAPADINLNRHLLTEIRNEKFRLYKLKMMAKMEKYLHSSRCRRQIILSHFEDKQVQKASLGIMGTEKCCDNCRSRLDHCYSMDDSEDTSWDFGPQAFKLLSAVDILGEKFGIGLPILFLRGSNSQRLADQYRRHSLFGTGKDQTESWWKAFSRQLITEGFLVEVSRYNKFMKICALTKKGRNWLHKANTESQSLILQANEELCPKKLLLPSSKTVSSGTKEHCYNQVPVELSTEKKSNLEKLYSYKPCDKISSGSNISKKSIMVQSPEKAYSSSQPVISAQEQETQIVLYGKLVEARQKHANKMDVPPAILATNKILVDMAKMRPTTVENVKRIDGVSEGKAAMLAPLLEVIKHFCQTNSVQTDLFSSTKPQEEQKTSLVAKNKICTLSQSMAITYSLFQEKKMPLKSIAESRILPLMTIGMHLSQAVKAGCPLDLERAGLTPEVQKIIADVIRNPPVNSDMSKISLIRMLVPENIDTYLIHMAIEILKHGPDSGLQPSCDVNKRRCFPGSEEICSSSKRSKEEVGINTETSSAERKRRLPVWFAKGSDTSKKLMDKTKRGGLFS
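Kinetic fluorescence helicase assay: unwinding of a quenched forked DNA duplex (100 nM final) with 2 mM ATP final raises red fluorescence (525/598 nm). Compounds sat 15 min at room temperature with 20 nM WRN beforehand.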
KB-3-1 cytotox = kills parental KB-3-1 adenocarcinoma cells | AID 1347075 | Potency, µM (titrated, usually from 46.1 µM), without a hit: at the top dose activity change, negative = cytotoxic, hits mostly cytotoxic | 400,000 tested, 1.4% active | KB-3-1 viability, CellTiter-Glo ATP luminescence, 72 h; note: potency is the fitted concentration of half-maximal effect; % is set by controls: 0 for no effect and ±100 for the full control effect; nearly all actives have a fitted effect of over 60% in size
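KB-3-1 cells, DMEM (no phenol red) + 10% FBS; compound by pin transfer, 72 h, 37 °C. Readout: CellTiter-Glo luminescence after 10 min. Data normalized, curve-fitted.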
MCF10A rereplic = inducers of DNA re-replication in MCF 10A breast cells. AID 624296. Potency, µM (titrated, usually from 46.1 µM), without a hit: at the highest dose activity, positive = re-replication, actives largely listed as activators. 350,000 tested, 2.9% active. MCF 10A DNA re-replication, Hoechst nuclear intensity, 48 h; note: potency is the fitted concentration of half-maximal effect; % of control where 0% means no effect; nearly all actives have a fitted effect of over 50% in size
An asterisk follows results filed as active; i = inactive; ? = inconclusive; nt = no result given; & = joins results of further samples; ! = repeats disagree; [ ] = remark or other dose. Unless noted, calls come from the whole dose curve; as a rule, active = well fitted curve in the direction sought with a large enough effect; inconclusive = small, poorly fitted or top-dose-only effect, or another doubt; inactive = no such curve, though single readings can be large; an effect the other way counts as inactive or inconclusive. The order is random; overall some 12% were active at least once.

SMILES | WRN inhibitor | KB-3-1 cytotox | IL1B secr inh | MCF10A rereplic | HT1080-NT tox | HT1080 IDH1KD tx | ATXN2 expr inh | SW480 rerep | KB-V1 MDR tox
O=C(c1ccoc1)N1CCC2(CC1)Oc1ccc(Cl)cc1C(=O)C21CC(c2ccc(Cl)cc2)=NO1 (stereo unspecified) | 0% | 1% | ? | -17% | -1% | -3% | -2% | 6% | 7%
COc1ccc(C(O)P(=O)(OC(C)C)OC(C)C)cc1OC (stereo unspecified) | -11% | 13% | 17 | -2% | 5% | 1% | -3% | -2% | 0%
Cc1ccc(-c2nc3cnccn3c2Nc2ccccc2)o1 | -3% | -14% | 36 | 23µM* | 22% | 7% | 2% | ? | ?
CCc1c(C)nc2cc(-c3ccc(OC)c(OC)c3)nn2c1NCC1CC1 | -22% | ? | -94* | 21µM* | -10% | -15% | 3% | -1% | 5.2µM*
COC(=O)c1ccc(C(=O)N2CCCC(Nc3ccc(F)c(F)c3)C2)cc1 (stereo unspecified) | -21% | -1% | -10 | -2% | 0% | 1% | 5% | -4% | 18%
Cc1cc(C)c(NC(=O)CN(C2CCCCC2)C2CCCCC2)c(C)c1 | -16% | -3% | -4 | 3.7µM* | 4% | 4% | -6% | 1.8µM* | ?
CCCCC(CC)CN1C(=O)/C(=C/c2ccncc2)SC1=S (stereo unspecified) | -4% | ? | -1 | 24% | 10% | 17% | -26% | -2% | -30%
COc1ccc(-c2ccc(S(=O)(=O)n3nc(OC(=O)c4cccs4)cc3N)cc2)cc1 | -6% | 1% | 36 | -1% | -6% | -3% | -20% | -4% | 12%
COc1cc(/C=C/C(=O)O)cc(S(=O)(=O)Nc2ccc3nc(C)sc3c2)c1OC | -6% | ? | 4 | -2% | 22% | 16% | 8% | ? | 19%
Cc1ccc(OCCC(=O)OC(C)C(=O)NC2CC2)cc1 (stereo unspecified) | 3% | -3% | -4 | -17% | 2% | 8% | -13% | -298%[inhibitor] | 18%
Cn1c(SCC(=O)N2CCCCCC2)nc2c([nH]c3ccccc32)c1=O | -11% | 12% | 0 | 13% | -11% | -4% | -9% | 0% | -3%
COc1ccc(C2(c3ccc(OC)cc3)NC(=O)N(CC(=O)NC3(C#N)CCCCC3)C2=O)cc1 | 1% | 12% | -4 | -7% | -10% | 0% | -1% | -16% | ?
CC1N=C(SCC(=O)c2ccc(F)cc2)N2C(C)N=C(SCC(=O)c3ccc(F)cc3)N12 (stereo unspecified) | -3% | -4% | 28 | nt | -3% | 2% | nt | nt | 18%
CS(=O)(=O)N1CCc2ccc(NC(=O)C3CCCO3)cc2C1 (stereo unspecified) | 6% | 0% | 30 | -1% | 5% | 7% | 7% | -4% | 6%
COc1ccc(-c2cn3c(C)c(C(=O)Nc4ccncc4)sc3n2)cc1 | 8% | -2% | 50 | ? | ? | -27% | -10% | ? | -1%

An excerpt from above in order of the IL1B secr inh value, high to low.
| smiles | IL1B secr inh |
| --- | --- |
| CS(=O)(=O)N1CCc2ccc(NC(=O)C3CCCO3)cc2C1 (stereo unspecified) | 30 |
| Cc1cc(C)c(NC(=O)CN(C2CCCCC2)C2CCCCC2)c(C)c1 | -4 |
| CCc1c(C)nc2cc(-c3ccc(OC)c(OC)c3)nn2c1NCC1CC1 | -94* |

Returning to the listing, starting two compounds before the break.
SMILES | WRN inhibitor | KB-3-1 cytotox | IL1B secr inh | MCF10A rereplic | HT1080-NT tox | HT1080 IDH1KD tx | ATXN2 expr inh | SW480 rerep | KB-V1 MDR tox
CS(=O)(=O)N1CCc2ccc(NC(=O)C3CCCO3)cc2C1 (stereo unspecified) | 6% | 0% | 30 | -1% | 5% | 7% | 7% | -4% | 6%
COc1ccc(-c2cn3c(C)c(C(=O)Nc4ccncc4)sc3n2)cc1 | 8% | -2% | 50 | ? | ? | -27% | -10% | ? | -1%
COc1ccc(-n2c(SCC(N)=O)nnc2-c2ccccc2F)cc1 | 1% | 15% | 26 | -4% | -3% | 0% | 6% | -2% | 0%
CCn1nc(-c2ccccc2)c2nc3ccccc3nc21 | -20% | -1% | -7 | ? | -4% | 0% | -9% | ? | 0%
Cc1cc(OCc2cc(C(=O)N(C)Cc3nonc3C)no2)cc(C)c1Cl | -8% | 2% | -16 | ? | -25% | -23% | -17% | 24% | ?
CCn1c(SCc2ccccc2)nc2cc(S(N)(=O)=O)ccc21 | 3% | -16% | 21 | ? | -17% | 0% | -7% | -34%[inhibitor] | 11%
Cc1ccc(/C(O)=C/C(=O)C(=O)NC23CC4CC(CC(C4)C2)C3)cc1 | -18% | -5% | -14 | 16% | 3% | 0% | 11% | -9% | -16%
Nc1ccc(SCCN2C(=O)c3ccccc3C2=O)cc1 | 3% | 8% | -2 | i[0.0737 µM] | 7% | 16% | 21% | -1% | 28%
CCOC(=O)CC1C(=O)NCCN1C(=O)c1c(Cl)cccc1Cl (stereo unspecified) | 0% | -1% | 32 | -1% | 3% | 4% | -2% | -4% | 7%
O=C(CCc1ccccc1)OCC(=O)c1cccc([N+](=O)[O-])c1 | 3% | 21% | 9 | 0% | -3% | 0% | -2% | -3% | 0%
CCOCC(=O)Nc1c(C(=O)Nc2ccc(OC)cc2OC)oc2ccccc12 | -4% | -8% | ? | -2% | 3%[9.24 µM] | -1% | -3% | -8% | 10%
Cc1nc2ccccn2c(=O)c1NC(=O)c1ccco1 | 9% | 3% | -1 | nt | 8% | 6% | nt | nt | -2%
CCOC(=O)C[C@H]1c2cc(C(F)(F)F)ccc2S(=O)(=O)N1Cc1ccccc1 | -4% | 0%&-27% | 34 | 19% | 16% | 1% | 3% | -4% | 10µM*!
CC(C)c1ccc(NC(=O)Cn2ncc3ccccc32)cc1 | -2% | 9% | -9 | -10% | -1% | -3% | 9% | -1% | -2%
CC1(C(=O)Nc2ccc3ccccc3c2)CCC(=O)N1CCCn1ccnc1 (stereo unspecified) | 7% | 0% | 3 | nt | 12% | 9% | 5% | nt | 15%
O=C(NCCO)C1CCN(C(=O)c2ccc(-c3ccccc3)cc2)CC1 | 16% | 3% | -8 | ? | -2% | 1% | -7% | 11% | -4%
CC1CCCCC1NCC(=O)Nc1ccccc1C(=O)Nc1ccccc1 (stereo unspecified) | 0% | -2% | -18 | 6% | 7% | 10% | -1% | -3% | 3%
CC(C)(C)NC(=O)C1CC(=O)OC12CCCCC2 (stereo unspecified) | 2% | 2% | 2 | -9% | 16% | 12% | 5% | -3% | 0%
COc1ccc(S(=O)(=O)N2CCC(C(=O)N3CCCC3)CC2)cc1 | 1% | 11% | 17 | 0% | -2% | 2% | -11% | 0% | 3%
COc1ccc(Nc2c(C3CC3)nc3nc(C)cc(C)n23)cc1 | 4% | ? | 52 | nt | 7% | -11% | -3% | nt | -23%
CN(Cc1cccs1)C(=O)c1ccc(S(=O)(=O)NCc2ccco2)cc1 | 2% | -4% | 17 | 0% | 0% | -7% | nt | -24% | ?
O=C(NCCc1ccco1)C(=O)NCCC1CCCCN1S(=O)(=O)c1ccccc1 (stereo unspecified) | -20% | 19% | -17 | 3% | 2% | 0% | -4% | 13% | -8%
O=C(NCc1ccc(Cl)s1)C1CCC(=O)N(CCc2cccc(F)c2)C1 (stereo unspecified) | -3% | 4% | 10 | 4% | 13% | -1% | 8% | -23% | -15%
Cc1cccc(NC(=O)CNC(=O)CSc2nc(N)cc(N)n2)c1C | -2% | 14% | 23 | 22% | 16% | 7% | 11% | -6% | -1%
CC(C)c1ccc(NC(=O)CN2C(=O)NC(C)(C3CC3)C2=O)cc1 (stereo unspecified) | -3% | 15% | -1 | -3% | 1% | -3% | 2% | 7% | 17%
Cc1ccc(CN2CC(C(=O)Nc3ccccc3N3CCCC3)CC2=O)cc1 (stereo unspecified) | 3% | -12% | -8 | -12% | -1% | 2% | -18% | -26% | 0%
CCCSc1ncccc1C(=O)O | -1% | 2% | nt | -7% | 16% | 22% | 10% | 2% | -3%
O=C(CSc1nnc(-c2cccs2)n1-c1ccccc1)Nc1ccccc1 | 4% | -7% | -1 | ? | -13% | -1% | ? | 9% | -14%
Cc1cc(N2CCOCC2)nc(C(C)C)n1 | -5% | -5% | -11 | -2% | -1% | -2% | -7% | -2% | -3%
Cc1ccc(CSCC(=O)Nc2ccccc2F)cc1 | -5% | 1% | -24 | 11% | -2% | -4% | 57%[activator] | -4% | -17%
O=C(Cn1c2c(sc1=O)C1c3ccccc3OCC1CS2)Nc1ccc(Cl)c(Cl)c1 (stereo unspecified) | -21% | 16µM* | ? | 28% | -18% | -15% | ? | 4% | 0%
O=C(CN(c1ccc(F)cc1)S(=O)(=O)c1ccccc1)N1CCOCC1 | -36% | -11% | 2 | 5% | -1% | -2% | -2% | -2% | -10%
CCC(=O)Nc1cc(C)c(OC)c(C)c1 | 2% | 0% | 0 | 17% | 27% | 21% | -18% | -4% | 7%
COc1cc(CC(=O)Nc2cc(S(C)(=O)=O)ccc2Cl)cc(OC)c1OC | 2% | -8% | 0 | 4% | -2% | -8% | 2% | -1% | ?
COc1cc(OC)cc(C(=O)NC2CC(C)(C)NC(C)(C)C2)c1 | -13% | -1% | -4 | -3% | 1% | 10% | -13% | -8%[9.22 µM] | -7%
COc1ccc(NS(=O)(=O)c2ccc(N3CCOCC3)c(N)c2)cc1 | -9% | ? | -21 | -1% | -16% | -10% | ? | -7% | 18µM*
